# RGS7-Gao = RGS7-Galphao binding modulators, primary screen, biochemical, multiplexed bead flow cytometry. Guanine nucleotide-binding protein G(o) subunit alpha (Homo sapiens), P09471. AID 1439, 2008. actives 0.35% (n = 220,000). actives lie on both sides. binding response (% of control), % at 10 µM; in the data active means binding response below about 49% or above about 150%; inconclusive means no clear call, values can overlap the other calls; inactive means in between;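 further: fluorescent Galphao held in activated GDP-AlF4 state binding bead-coupled RGS7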
# Target sequence (P09471 whole entry, looked up): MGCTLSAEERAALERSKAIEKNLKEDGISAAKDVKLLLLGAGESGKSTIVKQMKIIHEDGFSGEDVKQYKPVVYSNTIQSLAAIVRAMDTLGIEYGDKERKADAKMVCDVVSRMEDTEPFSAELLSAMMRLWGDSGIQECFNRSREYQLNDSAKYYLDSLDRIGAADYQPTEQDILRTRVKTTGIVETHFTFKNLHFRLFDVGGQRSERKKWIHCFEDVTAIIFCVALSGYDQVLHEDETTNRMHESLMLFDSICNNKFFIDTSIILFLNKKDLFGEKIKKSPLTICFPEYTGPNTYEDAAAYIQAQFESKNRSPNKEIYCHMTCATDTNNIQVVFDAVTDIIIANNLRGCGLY
# RGS4-Gao reg = modulators of RGS4 binding to Galphao, primary screen, biochemical, multiplexed bead flow cytometry; actives 0.33% (n = 220,000); Guanine nucleotide-binding protein G(o) subunit alpha (Homo sapiens), P09471; actives lie on both sides; binding response (% of control), % at 10 µM; in the data active means binding response below about 49% or above about 150%; inactive means in between;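 further: fluorescent Galphao activated with aluminum fluoride binding bead-coupled RGS4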
# Bim-Bfl-1 = inhibitors of Bim binding to Bfl-1, primary screen, biochemical, multiplexed, bead-based flow cytometry. AID 1008, 2008. actives 0.12% (n = 190,000). inhibition, % at 10 µM. Bim-Bfl-1 binding inhibition;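 further: 0% = wells without compound plus tracer and 100% = blocker peptide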
# Bcl-XL Bim block = inhibitors of Bim-Bcl-XL binding, primary screen, biochemical, multiplexed, bead flow cytometry, human Bcl-XL. inhibition, % at 10 µM. Bim peptide-Bcl-XL binding, fluorescence. actives 0.04% (n = 190,000). AID 1007, 2008. Bcl-2-like protein 1 (Homo sapiens), Q07817
# Target sequence (Q07817 whole entry, looked up): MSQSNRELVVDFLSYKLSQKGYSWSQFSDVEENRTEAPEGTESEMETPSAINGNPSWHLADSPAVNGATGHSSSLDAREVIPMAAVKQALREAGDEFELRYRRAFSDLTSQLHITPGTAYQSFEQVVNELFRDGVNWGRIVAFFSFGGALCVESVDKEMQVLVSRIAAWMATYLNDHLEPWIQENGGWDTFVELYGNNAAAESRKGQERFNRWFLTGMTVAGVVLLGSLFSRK
# RGS8-Gao = RGS8-Galphao binding modulators, primary screen, biochemical, multiplexed bead flow cytometry; Guanine nucleotide-binding protein G(o) subunit alpha (Homo sapiens), P09471; actives lie on both sides; response (percent of control binding), % at 10 µM; actives 0.34% (n = 220,000); AID 1423, 2008; in the data active means response below about 60% or above about 140%; inactive means in between;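 further: Galphao activated as the GDP aluminium fluoride complex binding bead-coupled RGS8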
# ABCG2 inh = ABCG2 efflux pump inhibitors, primary screen, multiplex with ABCB1, IgMXP3 cells, flow cytometry. Broad substrate specificity ATP-binding cassette transporter ABCG2 (Homo sapiens), Q9UNQ0. JC-1 efflux. inhibition, % at 6.6 µM. actives 0.1% (n = 190,000);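 active means inhibition above 80%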;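 further: 0% = DMSO and 100% = nicardipine control wells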
#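 Incubation: cells with compound and JC-1, 10 min at 25 °C, rotating, no wash / Test system: IgMXP3 (ABCG2) plus far-red-tagged CCRF-Adr (ABCB1) cells / Compound dosing: one concentration, 6.6 µM final / Also added: JC-1 fluorescent substrate / Evaluation: efflux inhibition in percent versus controls / Detection: flow cytometry, 530 nm JC-1 signal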
# Bcl-W Bim block = inhibitors of Bim binding to Bcl-W, primary screen, biochemical, multiplexed, bead-based flow cytometry. Bcl-2-like protein 2 (Homo sapiens), Q92843. Bim peptide-Bcl-W binding. inhibition, % at 10 µM. actives 0.02% (n = 190,000);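 further: 0% = bound tracer without compound and 100% = peptide blocker; higher means less fluorescent Bim peptide bound to Bcl-W beads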
# Target sequence (Q92843 whole entry, looked up): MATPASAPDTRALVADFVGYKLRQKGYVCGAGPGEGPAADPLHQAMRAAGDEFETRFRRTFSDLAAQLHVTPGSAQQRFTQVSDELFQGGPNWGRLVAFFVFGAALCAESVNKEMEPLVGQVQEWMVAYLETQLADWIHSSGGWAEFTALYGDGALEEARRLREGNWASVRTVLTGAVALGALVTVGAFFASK
# Bcl-B Bim block = inhibitors of Bim-Bcl-B binding, primary screen, biochemical, multiplexed, human Bcl-2 family; bead-based flow cytometry, Bim peptide-Bcl-B binding; actives 0.073% (n = 190,000); AID 951, 2007; inhibition, % at 10 µM; Bcl-2-like protein 10 (Homo sapiens), Q9HD36;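 further: 0% = tracer peptide without compound and 100% = reference inhibitor peptide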
# Target sequence (Q9HD36 whole entry, looked up): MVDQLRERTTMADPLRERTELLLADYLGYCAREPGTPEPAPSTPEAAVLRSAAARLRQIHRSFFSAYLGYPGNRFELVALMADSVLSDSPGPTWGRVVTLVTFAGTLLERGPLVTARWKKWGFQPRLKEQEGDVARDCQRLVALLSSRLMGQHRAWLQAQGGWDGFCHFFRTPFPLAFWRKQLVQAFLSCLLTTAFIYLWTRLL
# Bim-Bcl-2 = inhibitors of Bim-Bcl-2 binding, primary screen, biochemical, multiplexed, human Bcl-2 family | AID 950, 2007 | actives 0.06% (n = 190,000) | inhibition, % at 10 µM | Bead-based flow cytometry, Bim peptide-Bcl-2 binding; in the data active means inhibition above about 40%; inconclusive means no clear call, values can overlap the other calls;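 further: 0% = no compound wells with probe peptide and 100% = reference peptide inhibitor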
# Mcl-1 Bim block = inhibitors of Bim peptide binding to Mcl-1, primary screen, biochemical, bead-based flow cytometry, multiplex; Bim peptide-Mcl-1 binding; inhibition, % at 10 µM; actives 0.1% (n = 190,000); AID 1009, 2008; Induced myeloid leukemia cell differentiation protein Mcl-1 (Homo sapiens), Q07820;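 further: 0% = no compound tracer wells and 100% = peptide blocker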
# ABCB1 inh = ABCB1 efflux pump inhibitors, primary screen, cell-based, multiplex, flow cytometry, ABCG2 counter-screen; ATP-dependent translocase ABCB1 (Homo sapiens), P08183; CCRF-Adr cells, JC-1 efflux; inhibition, % at 6.6 µM; actives 0.067% (n = 190,000); AID 1326, 2008; in the data active means inhibition above about 40%;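 further: 0% = vehicle and 100% = reference inhibitor; higher value means more JC-1 retained so stronger ABCB1 efflux block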
# * = called active by the depositor; ? = inconclusive; nt = not tested or not shown. Unless noted, no stated cut-off is given here; in the data, active means inhibition above about 40%.
SMILES,RGS7-Gao,RGS4-Gao reg,Bim-Bfl-1,Bcl-XL Bim block,RGS8-Gao,ABCG2 inh,Bcl-W Bim block,Bcl-B Bim block,Bim-Bcl-2,Mcl-1 Bim block,ABCB1 inh
N#Cc1cnn2cc(-c3ncc(C(F)(F)F)cc3Cl)cnc12,99,97,-10,-9,95,2,0,-2,-4,1,0.0
O=C(CSc1nc(O)cc(=O)[nH]1)N1c2ccccc2Sc2ccccc21,108,106,-8,-8,110,-1,-4,-11,-4,-7,-0.1
CCc1ccccc1NC(=O)c1nnn(CC(=O)Nc2cccc(C)c2C)c1N,103,104,-1,-3,101,4,-3,-2,-2,-2,1.0
Nc1ccc2nc(CCCCCCCCc3nc4ccc(N)cc4[nH]3)[nH]c2c1,101,105,-5,-1,104,0,-1,3,-2,0,-0.1
CCC1CCCCN1S(=O)(=O)c1ccc(S(=O)(=O)N2CCN(S(=O)(=O)CC)CC2)cc1 (stereo unspecified),97,98,-1,-2,98,0,-1,1,1,1,1.2
Cc1cc2ccccn2c1C(=O)c1ccc(NN)c([N+](=O)[O-])c1,?,98,0,0,103,6,0,-4,-6,-2,1.4
CCOc1ccc(NC(=O)CN(C2CCCCC2)S(C)(=O)=O)cc1,98,98,-11,-9,97,0,2,-7,-7,1,0.0
Clc1ccccc1CSc1nnc(-c2ccco2)c(-c2ccco2)n1,90,96,-2,-2,96,0,1,-9,-7,-1,-0.2
N#Cc1c(NC(=S)NC(=O)c2ccccc2)sc2c1CCC2,101,98,6,-3,101,-5,-4,0,-2,-4,-0.8
O=c1c(S(=O)(=O)c2ccc(Cl)cc2)cn(Cc2ccccc2F)c2ccc(F)cc12,93,94,-9,-8,96,-1,-6,-11,-6,-2,0.0
O=C(/C(=N\Nc1ccc([N+](=O)[O-])cc1)Sc1nnnn1-c1ccccc1)c1ccccc1,107,102,-20,3,109,-7,0,0,-6,2,-1.3
COc1ccc(N(CC(=O)Nc2ccccc2C(=O)N2CCOCC2)S(=O)(=O)c2ccc(F)cc2)cc1,99,101,1,-3,103,0,-1,-4,0,-3,3.0
Cc1ccc(SCc2cc(-c3ccc(Cl)cc3)on2)cc1,101,101,-15,-22,106,-2,-2,-9,-11,0,-2.1
O=c1c2ccccc2nc(SCc2cccc(F)c2)n1C1CCCC1,103,99,-18,-10,101,3,-3,-12,-5,-5,0.1
O=C(COC(=O)c1ccccc1Nc1ccc(SC(F)F)cc1)NCc1ccco1,106,100,0,0,102,2,2,2,-1,2,-0.3
COc1ccc(C(C)=O)c2c1OCCO2,102,102,-18,-5,103,0,-1,-9,-13,-2,0.2
CN(Cc1ccccc1)c1ccc(S(=O)(=O)N2CCOCC2)cn1,95,98,3,16,98,6,6,1,2,9,1.1
Cc1cc(C)c(C(=O)COc2cccnc2[N+](=O)[O-])cc1C,95,96,3,2,98,5,0,-17,-1,0,0.3
O=C(O)CCCC(=O)Nc1ccccc1C(=O)O,103,102,-4,-3,101,11,-4,-12,-12,-2,1.5
CCn1c(=O)c([N+](=O)[O-])c(NCCc2ccc(OC)c(OC)c2)c2ccccc21,98,100,0,0,103,21,0,2,3,2,2.4
C[n+]1c2n(c3ccccc31)N=C(c1cc(C(C)(C)C)c(O)c(C(C)(C)C)c1)CS2,103,103,-1,0,100,2,-1,-6,0,0,0.6
COc1ccc(S(=O)(=O)NC(C)C(=O)Nc2cccc(C(C)=O)c2)cc1 (stereo unspecified),96,88,0,4,91,6,0,0,-2,0,0.5
O=C1Cc2ccccc2Sc2cc(OCCCN3CCCCC3)ccc21,105,105,-1,-8,105,3,-2,-12,-10,-1,3.8
CCOc1ccc(-c2ccc(SCC(=O)N3CCOCC3)nn2)cc1,106,104,-2,-3,103,8,-2,-2,-3,-4,-0.9
O=C(Nc1ccc(Cl)cc1)C1c2cccc[n+]2CC(=O)N1Cc1ccc2c(c1)OCO2 (stereo unspecified),104,103,4,-1,101,1,2,0,2,-1,0.2
CC(=O)Nc1ccc(S(=O)(=O)NCCSCc2c(Cl)cccc2Cl)cc1,99,101,2,1,99,0,0,-5,-1,-4,0.2
COCCN(C(=O)Cc1cccs1)C(C(=O)NCc1ccc(OC)cc1)c1ccccc1 (stereo unspecified),101,103,-13,8,105,0,1,-6,-4,-2,0.7
COc1ccc(N2CCN(C(=O)c3ccc4ccccc4n3)CC2)cc1,107,104,-3,-1,101,2,-2,-4,0,-3,0.0
Nn1c(-c2ccccc2)nc2ccccc2c1=O,101,101,-7,-4,104,2,-5,-4,-6,0,0.6
Cc1nc(SCC(=O)Nc2ccc3c(c2)OCCO3)c2oc3ccccc3c2n1,109,96,-4,-5,97,-2,-6,-2,-3,-3,-0.2
Brc1cc2c(cc1/C=N/Nc1nc(N3CCCCC3)nc(N3CCCCC3)n1)OCO2,88,89,6,0,84,5,0,3,5,0,4.3
COc1ccc2c(c1OC)C(=O)OC2CC(=O)c1ccc(N(C)C)cc1 (stereo unspecified),104,105,-13,-3,99,3,5,-7,-7,-1,0.5
O=C(CSc1nnc(-c2ccco2)o1)NC(=O)Cc1ccccc1,106,108,-1,-2,104,0,-1,-8,-5,0,-0.5
O=C(Nc1ccc(Cl)c(Cl)c1)Nc1ccccc1NS(=O)(=O)c1cccs1,98,101,-2,-7,97,2,-2,0,-4,-2,0.0
CN(C(=O)CSc1nc2c(c(=O)[nH]1)CCC2)c1ccccc1,96,98,-5,-4,98,21,-1,-3,1,0,1.9
CCOC(=O)N1CCN(CC(O)COc2ccccc2C(C)C)CC1 (stereo unspecified),102,100,-15,-7,99,7,-4,-9,-11,-1,9.5

# An excerpt from above in order of molar mass, highest first:
SMILES,RGS7-Gao,RGS4-Gao reg,Bim-Bfl-1,Bcl-XL Bim block,RGS8-Gao,ABCG2 inh,Bcl-W Bim block,Bcl-B Bim block,Bim-Bcl-2,Mcl-1 Bim block,ABCB1 inh
Brc1cc2c(cc1/C=N/Nc1nc(N3CCCCC3)nc(N3CCCCC3)n1)OCO2,88,89,6,0,84,5,0,3,5,0,4.3
COCCN(C(=O)Cc1cccs1)C(C(=O)NCc1ccc(OC)cc1)c1ccccc1 (stereo unspecified),101,103,-13,8,105,0,1,-6,-4,-2,0.7
O=C(Nc1ccc(Cl)c(Cl)c1)Nc1ccccc1NS(=O)(=O)c1cccs1,98,101,-2,-7,97,2,-2,0,-4,-2,0.0
O=C(Nc1ccc(Cl)cc1)C1c2cccc[n+]2CC(=O)N1Cc1ccc2c(c1)OCO2 (stereo unspecified),104,103,4,-1,101,1,2,0,2,-1,0.2
C[n+]1c2n(c3ccccc31)N=C(c1cc(C(C)(C)C)c(O)c(C(C)(C)C)c1)CS2,103,103,-1,0,100,2,-1,-6,0,0,0.6
Cc1nc(SCC(=O)Nc2ccc3c(c2)OCCO3)c2oc3ccccc3c2n1,109,96,-4,-5,97,-2,-6,-2,-3,-3,-0.2
CCn1c(=O)c([N+](=O)[O-])c(NCCc2ccc(OC)c(OC)c2)c2ccccc21,98,100,0,0,103,21,0,2,3,2,2.4
O=C1Cc2ccccc2Sc2cc(OCCCN3CCCCC3)ccc21,105,105,-1,-8,105,3,-2,-12,-10,-1,3.8
CCOc1ccc(-c2ccc(SCC(=O)N3CCOCC3)nn2)cc1,106,104,-2,-3,103,8,-2,-2,-3,-4,-0.9
COc1ccc2c(c1OC)C(=O)OC2CC(=O)c1ccc(N(C)C)cc1 (stereo unspecified),104,105,-13,-3,99,3,5,-7,-7,-1,0.5
CCOC(=O)N1CCN(CC(O)COc2ccccc2C(C)C)CC1 (stereo unspecified),102,100,-15,-7,99,7,-4,-9,-11,-1,9.5
COc1ccc(N2CCN(C(=O)c3ccc4ccccc4n3)CC2)cc1,107,104,-3,-1,101,2,-2,-4,0,-3,0.0
O=C(CSc1nnc(-c2ccco2)o1)NC(=O)Cc1ccccc1,106,108,-1,-2,104,0,-1,-8,-5,0,-0.5
CN(C(=O)CSc1nc2c(c(=O)[nH]1)CCC2)c1ccccc1,96,98,-5,-4,98,21,-1,-3,1,0,1.9

# The list continues:
SMILES,RGS7-Gao,RGS4-Gao reg,Bim-Bfl-1,Bcl-XL Bim block,RGS8-Gao,ABCG2 inh,Bcl-W Bim block,Bcl-B Bim block,Bim-Bcl-2,Mcl-1 Bim block,ABCB1 inh
C/C(CC(=O)Nc1cccc(Cl)c1C)=N\NC(=O)C(=O)NCC(C)C,101,102,0,0,102,-7,-1,0,3,0,-3.1
CCOC(=O)c1c(C)nc2ccccc2c1-c1ccccc1,102,100,-8,-9,101,20,-6,-9,-5,-6,0.8
COc1ccc2c(c1)Cc1sc(NC(=O)c3ccco3)nc1-2,46*,53,2,0,58*,0,0,-2,0,-1,0.1
O=C(C1CCCCN1S(=O)(=O)c1ccccc1[N+](=O)[O-])N1CCCC1 (stereo unspecified),102,99,-3,-1,97,1,-3,-1,-3,-2,0.2
CN/C=C1\C(=O)C(C)(C)Oc2ccc3ccc(=O)oc3c21,101,102,-20,-6,100,34,-1,-13,-12,-1,1.2
Cc1nnc(NC(=O)CSc2ccc3nnc(-c4ccccn4)n3n2)s1,100,101,-13,-4,105,2,-4,-7,-6,-1,0.4
O=C(CCc1ccccc1)Nc1nc2nc(-c3ccccc3)cc(=O)n2[nH]1,89,90,0,-3,91,-1,1,2,0,-1,0.1
CC1CCCN(c2nc3c(c(=O)[nH]c(=O)n3C)n2Cc2ccccc2Cl)C1 (stereo unspecified),99,101,-7,-4,101,2,1,-2,-2,0,1.6
CCN(CC)C(=O)CSc1nc(N)c(-c2ccccc2)c(=O)[nH]1,104,100,-4,0,106,0,0,-3,0,-2,0.0
Cc1ccccc1OCC(=O)N/N=C1\CCOc2c(C)cccc21,99,101,1,-2,96,1,5,0,2,-2,-0.1
O=c1oc2ccccc2cc1-c1ccc(O)cc1,101,100,-3,-6,104,12,-2,-7,-1,-4,1.4
Cc1ccc(C(=O)NC(=S)Nc2ccc(-c3cc4ccccc4oc3=O)cc2)c(C)c1,nt,nt,0,-5,nt,5,-2,-6,-15,0,1.7
O=C(C[n+]1cn(C(F)F)c2ccccc21)c1ccc(Br)cc1,?,97,2,-6,92,-7,0,-5,1,0,-0.6

# Compound activity deposited in PubChem BioAssay by NMMLSC.

# Hits appear at their usual frequency; about 0.94% have a hit in one of these screens.
